Kir21 inh – Kir2.1 (mouse) channel inhibition | AID 1672 | HEK293-Kir2.1, FluxOR thallium flux fluorescence; active compounds read low | P35561 | B-score at 10 µM | 310,000 tested, 0.85% active;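 active = fluorescence ratio B-score at or below minus 3 SD of library scores, with starting-brightness B-score within 2 SD, cut at about -4.2 in these data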;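 note: channel flux triggered by added potassium and thallium sulfate stimulus; B-score of peak minus minimum fluorescence over baseline after thallium stimulus; more negative B-score means stronger Kir2.1 block with less thallium influx; some compounds called inactive have numbers as strong as hits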
KCNQ2 block – KCNQ2 channel blockers in CHO-K1 cells – cell-based, FluxOR thallium flux, B-score, primary screen (AID 2156); 20 min; active compounds read low; B-score at 10 µM; 310,000 tested, 1.1% active; O88943;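 active = fluorescence ratio B-score at most minus 3 library SDs, with starting brightness B-score within 2 library SDs, cut at about -5.5 in these data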
Target sequence (O88943 whole entry, looked up): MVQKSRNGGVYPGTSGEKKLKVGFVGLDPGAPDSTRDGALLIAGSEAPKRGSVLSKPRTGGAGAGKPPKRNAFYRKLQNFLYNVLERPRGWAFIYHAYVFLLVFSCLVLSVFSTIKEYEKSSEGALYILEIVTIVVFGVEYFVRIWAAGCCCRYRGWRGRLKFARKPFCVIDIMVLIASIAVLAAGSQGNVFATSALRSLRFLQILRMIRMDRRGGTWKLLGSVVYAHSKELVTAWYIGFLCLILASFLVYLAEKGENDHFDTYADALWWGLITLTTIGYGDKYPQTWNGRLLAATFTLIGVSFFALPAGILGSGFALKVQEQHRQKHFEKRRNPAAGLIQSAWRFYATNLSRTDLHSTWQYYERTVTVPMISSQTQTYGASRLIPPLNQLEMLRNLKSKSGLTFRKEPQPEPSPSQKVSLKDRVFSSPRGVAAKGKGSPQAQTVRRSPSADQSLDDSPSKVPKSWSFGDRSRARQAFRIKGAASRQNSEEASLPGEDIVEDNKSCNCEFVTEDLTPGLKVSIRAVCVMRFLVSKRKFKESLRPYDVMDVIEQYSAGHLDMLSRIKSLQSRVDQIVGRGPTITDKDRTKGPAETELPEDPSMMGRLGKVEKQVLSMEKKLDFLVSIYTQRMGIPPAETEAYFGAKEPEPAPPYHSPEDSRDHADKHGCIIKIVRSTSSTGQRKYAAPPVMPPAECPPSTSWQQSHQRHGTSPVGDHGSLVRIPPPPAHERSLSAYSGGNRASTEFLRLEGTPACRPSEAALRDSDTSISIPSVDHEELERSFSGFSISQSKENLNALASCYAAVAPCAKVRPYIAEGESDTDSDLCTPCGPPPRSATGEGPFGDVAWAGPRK
STK33 inh – human STK33 kinase inhibition | Q9BYT3 | AID 2661 | inhibition, % at 10 µM | 320,000 tested, 0.073% active | purified STK33, MBP phosphorylation, ADP-Glo luminescence;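 active = inhibition at or above 25%, using the most active replicate where run in duplicate; inactive = inhibition below 25%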
* hit, by the source's call; i = inactive; x = no result given.

SMILES	Kir21 inh	KCNQ2 block	STK33 inh
COc1ccc(N(CC(=O)Nc2cc(C)ccc2C)S(=O)(=O)c2c(C)noc2C)cc1	1.43	i	-2.5
NS(=O)(=O)c1ccc(CCNCc2cc(Br)ccc2OCc2ccccc2)cc1	-8.17*	i	-1.1
CCc1cc2c(-c3ccccc3)cc(=O)oc2c(CN2CCOCC2)c1O	-1.04	i	0.1
CCOc1cc(C(=O)Nc2ccc([N+](=O)[O-])cn2)cc(OCC)c1OCC	-0.22	i	-1.9
Cc1ccc(OCC(=O)N2CCN(C(=O)c3cccnc3)CC2)cc1	-0.36	i	-0.1
CC(=O)Nc1ccc(NC(=O)/C=C/c2ccc(Cl)cc2)cc1	-1.69	i	-0.1
COc1ccccc1N1CCN(CC(=O)Nc2cc(F)ccc2C)CC1	-0.01	i	-1.3
Cc1ccc(C(=O)NNC(=O)c2cccnc2SCc2cccc([N+](=O)[O-])c2)cc1	0.19	i	-0.7
C/C(=N\NC(=O)c1[nH]c2c([N+](=O)[O-])cc(C)cc2c1-c1ccccc1)c1cccnc1	-1.29	i	-0.1
CCOC(=O)c1c(C)nc2c(c1-c1cc(OC)ccc1OC)C(=O)CC(C)(C)C2	-0.32	i	-1.6
Cc1ccc(NC(=O)CSCC(=O)Nc2ccccc2N2CCCC2)cc1	-6.66*	i	0.2
CCc1ccc2c(c1)/C(=N/N(C)C(=S)NC)C(=O)N2	0.7	i	-1.4
Cc1ccccc1-n1c(-c2ccc(Br)o2)n[nH]c1=S	1.88	i	-1.8
Cn1c(=O)n(C)c2cc([N+](=O)[O-])c(N3CCN(S(=O)(=O)c4ccccc4)CC3)cc21	-1.9	i	-0.2
COc1ccc(-c2cc(C(=O)NNC3=NCCC3)c3c(C)nn(-c4ccccc4)c3n2)cc1	-0.67	i	0.1
Cc1c2cnn(CC(=O)Nc3cccc(C(F)(F)F)c3)c(=O)c2c(C)n1Cc1ccccc1F	0.88	i	-0.5
COc1cc(C(=O)N[C@H](C(=O)NC2CCCCCC2)C(C)C)cc(OC)c1OC	0.02	i	-1.0
CCN(CC)S(=O)(=O)c1ccc(N2CCOCC2)c(NS(=O)(=O)c2ccc(C)cc2)c1	-0.02	i	-0.9
O=C(CCn1c(=O)oc2ccccc21)NCc1ccc2c(c1)OCO2	-0.89	i	2.1
O=C(O)/C=C\C(=O)NCc1cccnc1	-0.03	i	-1.4
Cc1c(C(=O)N2CCN(Cc3ccccc3)CC2)sc2ncnc(N3CCOCC3)c12	-0.39	i	0.1
CC(NS(=O)(=O)c1ccc(OCC(=O)NCc2ccncc2)cc1)c1ccccc1 (stereo not given)	0.68	i	-0.8
O=C(NCc1cccc(C(F)(F)F)c1)C1CCC(=O)N(C2CCCCCC2)C1 (stereo not given)	1.33	i	0.2
CC(NC(=O)CN1CCN(Cc2ccc(Cl)cc2)C1=O)c1ccc2c(c1)OCCO2 (stereo not given)	-1.26	i	-0.7
Cc1csc(NC(=O)C2=COCCO2)n1	1.42	i	-0.2
C/C(=N\Nc1nc(N2CCCCCC2)nc(N2CCCCCC2)n1)c1ccccc1	-1.7	-9.23*	-0.6
CC(Cc1ccccc1)C(=O)NCc1ccncc1 (stereo not given)	-0.99	i	-0.1
COc1cccc(-c2ccc3nnc(SCC(=O)Nc4ccc(NC(C)=O)cc4)n3n2)c1	1.57	i	-0.5
COc1ccc(OCC(=O)Nc2cc(-c3nn(C)c(=O)c4ccccc34)ccc2N2CCOCC2)cc1	0.35	i	-0.5
O=C(COc1ccccc1[N+](=O)[O-])N1CCCc2ccccc21	1.48	i	-1.3
O=C(CCC(=O)c1cccs1)NCc1ccc(F)cc1	0.25	i	0.4
CN1C(=O)c2ccccc2OC1(C)Cc1ccccc1 (stereo not given)	-0.77	i	-0.6
CCc1ccc(NS(=O)(=O)c2cccc3nonc23)cc1	0.74	i	-4.3
O=C(NN1CCN(Cc2ccccc2Cl)CC1)c1ccc(Cl)cc1	-0.63	i	-2.7
Cc1noc(C)c1S(=O)(=O)Nc1ccc(C#N)cc1	-0.03	i	-0.4
O=C(O)C1CCC(CNS(=O)(=O)c2ccc(Br)cc2)CC1 (stereo not given)	-0.85	i	-1.1
CCn1c(SCC(=O)NNC(=O)c2ccc(C)cc2)nnc1C(C)C	-0.32	i	-1.1
CN(C)c1ccc(N/C=C/C(=O)c2ccc(F)cc2)cc1	-1.84	i	-0.4
CN(C)c1cccc(NC(=O)C2(C)CC2(Cl)Cl)c1 (stereo not given)	-1.38	i	x
Clc1c(-c2ccccc2)nnn1-c1ccccc1	0.09	i	0.1
COC(=O)CSc1nc(C)cc(C)c1C#N	0.15	i	0.8
O=C(/C=N/O)Nc1cccnc1	-1.63	i	1.2
O=C(CSc1nc(-c2ccccc2)cc(=O)[nH]1)Nc1ccc(Br)cc1	0.46	i	-0.4
COc1ccc(CC2C(=O)OC(C)(C)OC2=O)cc1	1.75	i	-1.8
O=C(COc1ccc(/C=N/NC(=O)c2ccncc2)cc1)Nc1ccc([N+](=O)[O-])cc1	-1.08	i	-2.3
COc1ccc(CN(C(=O)c2snc(C(N)=O)c2N)C(CC(C)C)C(=O)NC2CCCCC2)cc1 (stereo not given)	-0.56	i	-1.9
CC(C)(C)c1nn2cnnc2n(/N=C/c2cccc3ccccc23)c1=O	-0.09	i	1.3
CC(C)(/C=N/NC(=O)CSCc1ccc(Cl)cc1)CCC#N	-1.13	i	-1.0
COc1ccc(C(=O)Nc2ccc3oc(-c4cccc(Cl)c4)cc(=O)c3c2O)cc1	1.41	i	0.4
CCCN(C(=O)c1cccc(-n2cccc2)c1)c1c(N)n(Cc2ccccc2)c(=O)[nH]c1=O	-0.36	i	1.1
COCCn1nnnc1C(c1ccccc1)N1CCN(c2ccccc2)CC1 (stereo not given)	0.13	i	-0.6
Cc1ccc(N=Cc2cc(Cl)cc(Cl)c2O)nc1	0.14	i	0.8
Cc1nn(CC(=O)NCCCN2CCCC2)c(=O)c2nn(-c3ccccc3)c(C)c12	-1.79	i	0.3
COc1ccccc1C(CNC(=O)c1cccc(S(=O)(=O)Nc2ccc(C)cc2)c1)N1CCCC1 (stereo not given)	-0.41	i	0.1
Cn1c(=O)n(C)c2cc(C(=O)Nc3ccc4c(c3)OCO4)ccc21	0.97	i	-0.7
CCNC(=S)N1CCN(CC)CC1	0.38	i	-1.0
Cc1ccc(C(=O)N/N=C/c2cn(Cc3ccccc3)c3ccccc23)cn1	-0.87	i	0.8
N=c1sccn1CC(=O)N1CCc2ccccc21	1.16	i	-0.3
Cc1c(CCOC(=O)CC23CC4CC(CC(C4)C2)C3)sc[n+]1CC(=O)c1ccc(Br)cc1	-1.79	-9.97*	0.2
COc1cc(CC(=O)Nc2ncc(C)s2)cc(OC)c1OC	1.52	i	-2.9

Next section
SMILES	Kir21 inh	KCNQ2 block	STK33 inh
CCOC(=O)CSCC(=O)N1N=C(c2cccs2)CC1c1ccc(F)cc1 (stereo not given)	-1.74	i	0.1
O=C(c1ccccn1)c1ncc(C(F)(F)F)cc1Cl	-0.49	i	0.5
Fc1ccc(N2CCN(C(c3cccs3)c3nnnn3CCc3ccccc3)CC2)cc1 (stereo not given)	1.08	i	-1.6
Clc1ccc(OCc2nn3c(C4CCCCC4)nnc3s2)c(Cl)c1	-0.76	i	5.8
O=C1CSC2=NCN(c3ccccc3)CN12	0.47	i	-0.8
CC(=O)Nc1nc(N(C)C)nc(N(C)C)n1	-0.45	i	-0.7
Fc1ccc(C2CC(c3cccs3)=NN2C(=S)Nc2ccccc2)cc1 (stereo not given)	0.88	i	-0.1
COc1cc(C(=S)N2CCOCC2)cc(Br)c1OS(=O)(=O)c1ccccc1	3.19	i	8.8
CCCc1cc(C(=O)OC)c2ccccc2n1	0.7	i	x
Cc1ccc(S(=O)(=O)N2CCC(C(=O)NC3CCCCC3C)CC2)cc1 (stereo not given)	0.7	i	-1.2
Cc1occc1C(=O)N/N=C/c1ccc(-c2ccccc2)cc1	-1.29	i	5.6
CCn1c(CSc2ncccn2)nnc1SCC(=O)N1CCc2ccccc21	0.86	i	-1.0
Clc1nnc(N/N=C/c2ccccc2)c2ccccc12	1.18	i	0.8
O=C(NCCN1CCOCC1)c1ccc(Cl)c(S(=O)(=O)N2CCCCC2)c1	0.88	i	-1.1
COc1ccc(NC(=O)c2ccc(NCCN3C(=O)CCC3=O)c([N+](=O)[O-])c2)cc1	1.13	i	-0.3
Cn1c(Cn2c(=O)sc3ccccc32)nnc1SCc1ccccc1	-3.32	i	-1.1
O=C(O)CCNC(=O)c1ccc(NC(=O)Cc2ccc(Cl)cc2)cc1	0.05	i	-0.4
Cc1ccc(-c2cc(NC(=O)c3ccccc3[N+](=O)[O-])n[nH]2)cc1	-0.44	i	-2.4
CN(C(=O)c1cccnc1)c1nnc(-c2cccnc2)s1	-0.4	i	-1.6
O=C(Nc1ccc2c(c1)CCC2)c1cc(S(=O)(=O)Nc2ccc(F)cc2)c(Cl)cc1Cl	0.19	i	-0.2
COc1ccc(CN2C(=O)c3ccccc3C2C(=O)NC2CCC(C)CC2)c(OC)c1 (stereo not given)	2.24	i	-0.2
O=c1[nH]ncc(N2CCN(Cc3ccccc3)CC2)c1Cl	-0.21	i	-1.6
Cc1ccsc1-c1nc(CN(C)C(C2CC2)C2CC2)c(C)o1	0.71	i	-1.2
COc1cc(-c2nnc(Cn3cc(C(F)(F)F)ccc3=O)o2)cc(OC)c1OC	-0.96	i	-0.7
Cc1ccc(Cl)cc1NC(=O)c1ccc(CSc2nnnn2C)cc1	-0.1	i	-1.1
O=C(O)C1C2C=CC3(CN(CC(O)COc4ccccc4)C(=O)C13)O2 (stereo not given)	-0.15	i	-0.5
O=c1cc(N2CCCC2)c(-c2ccccc2)n[nH]1	-0.82	i	-0.7
CNc1ccc(Br)cc1C(O)c1ccccc1 (stereo not given)	0.25	i	-1.5
O=C(Nc1ccc(N2CCOCC2)cc1)NC1CCCCC1	-1.43	i	-1.6
COc1cc(/C=C2/C(=N)N3C(=NC2=O)SN=C3S(=O)(=O)C(C)C)ccc1OC(=O)c1ccco1	-0.47	i	3.8
Cn1c(SCC(=O)N2CCN(c3ccccc3)CC2)nnc1-c1cc2ccccc2o1	-0.69	i	-1.1
O=C(Cc1ccc(-n2c(=O)[nH]c3ccccc3c2=O)cc1)N1CCN(c2ccccc2)CC1	1.03	i	0.0
CCOc1cc(/C=C2\N=C(C)OC2=O)cc(Br)c1OCC(=O)OC	0.64	i	-0.5
CC(C)=CCN1CCN(Cc2nc(C(C)C)cs2)CC1CCO (stereo not given)	-0.84	i	-0.5
COc1ccc(-c2c(-c3cc(OC)c(OC)c(OC)c3)noc2C)cn1	-0.17	i	-0.7
Cc1ccc(S(=O)(=O)NCCC(=O)N2CCCCCCC2)cc1C	-0.41	i	-1.1
CCOC(=O)c1ccc(-n2c(C)ccc2C)cc1	-0.48	i	-1.0
O=C(CCCSc1nc(-c2ccco2)cc(C(F)(F)F)n1)NCC1CCCO1 (stereo not given)	-0.02	i	0.6
O=c1[nH]c2ccsc2c(=O)n1CCO	-1.37	i	-0.9
COc1ccc(S(N)(=O)=O)cc1C(=O)N(C)CC(=O)Nc1ccc(N2CCOCC2)cc1	-1.02	i	2.5
CC1CN(C(=O)c2cc(S(=O)(=O)N(C)c3ccc(F)cc3)ccc2Cl)CC(C)O1 (stereo not given)	1.04	i	0.4
COc1ccc(-n2nccc2-c2nn(-c3cccc(OC)c3)c(=O)n(C)c2=O)cc1	0.44	i	-0.5
CCN1C(=O)/C(=C2\Sc3ccccc3N2CC)OC1=S	0.61	i	-0.8
O=C(Nc1ccccc1-c1ccccc1)c1ccccc1Br	-1.42	-6.3*	-0.5
Cc1ccc(S(=O)(=O)N(C)C)cc1NC(=S)NC(C)CCC(C)C (stereo not given)	-0.01	i	x
CCN(CCCNC(=O)c1nn(C)c2c1CS(=O)(=O)c1ccccc1-2)Cc1ccccc1	-0.73	i	-0.9
CCOc1ccc(OCC(=O)OCC(=O)NNC(=O)c2ccc([N+](=O)[O-])cc2)cc1	0.06	i	-0.5
CCOc1ccc(OCC)c(NC(=O)CCS(=O)(=O)c2ccc(Br)s2)c1	-0.21	i	-0.1
c1ccc(-c2nnc(CN3CCCCC3)o2)cc1	0.71	i	-0.1
CC1CCCCN1C(=O)Cn1cnc2cc([N+](=O)[O-])ccc2c1=O (stereo not given)	0.03	i	-0.6

Nothing new here: 7 of the compounds above.
SMILES	Kir21 inh	KCNQ2 block	STK33 inh
O=C(Nc1ccccc1-c1ccccc1)c1ccccc1Br	-1.42	-6.3*	-0.5
Cc1ccc(S(=O)(=O)N(C)C)cc1NC(=S)NC(C)CCC(C)C (stereo not given)	-0.01	i	x
CCN(CCCNC(=O)c1nn(C)c2c1CS(=O)(=O)c1ccccc1-2)Cc1ccccc1	-0.73	i	-0.9
CCOc1ccc(OCC(=O)OCC(=O)NNC(=O)c2ccc([N+](=O)[O-])cc2)cc1	0.06	i	-0.5
CCOc1ccc(OCC)c(NC(=O)CCS(=O)(=O)c2ccc(Br)s2)c1	-0.21	i	-0.1
c1ccc(-c2nnc(CN3CCCCC3)o2)cc1	0.71	i	-0.1
CC1CCCCN1C(=O)Cn1cnc2cc([N+](=O)[O-])ccc2c1=O (stereo not given)	0.03	i	-0.6

3 structures from above, sorted by formula weight, smallest number first:
SMILES	Kir21 inh	KCNQ2 block	STK33 inh
CC1CCCCN1C(=O)Cn1cnc2cc([N+](=O)[O-])ccc2c1=O (stereo not given)	0.03	i	-0.6
O=C(O)C1CCC(CNS(=O)(=O)c2ccc(Br)cc2)CC1 (stereo not given)	-0.85	i	-1.1
O=C(COc1ccc(/C=N/NC(=O)c2ccncc2)cc1)Nc1ccc([N+](=O)[O-])cc1	-1.08	i	-2.3

Assay outcomes deposited in PubChem BioAssay by several laboratories.
